PP5 primary – PP5 (human) phosphatase inhibition. P53041. purified PP5c, OMFP substrate fluorescence. inhibition, % at 6.7 µM. 320,000 tested, 0.18% active;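 active = inhibition above the campaign's mean inhibition across all tested compounds plus 3 SD, cut at about 9.5% in these data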;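 also: 0% = DMSO only and 100% = 100 µM cantharidin control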
Target sequence (P53041 whole entry, looked up): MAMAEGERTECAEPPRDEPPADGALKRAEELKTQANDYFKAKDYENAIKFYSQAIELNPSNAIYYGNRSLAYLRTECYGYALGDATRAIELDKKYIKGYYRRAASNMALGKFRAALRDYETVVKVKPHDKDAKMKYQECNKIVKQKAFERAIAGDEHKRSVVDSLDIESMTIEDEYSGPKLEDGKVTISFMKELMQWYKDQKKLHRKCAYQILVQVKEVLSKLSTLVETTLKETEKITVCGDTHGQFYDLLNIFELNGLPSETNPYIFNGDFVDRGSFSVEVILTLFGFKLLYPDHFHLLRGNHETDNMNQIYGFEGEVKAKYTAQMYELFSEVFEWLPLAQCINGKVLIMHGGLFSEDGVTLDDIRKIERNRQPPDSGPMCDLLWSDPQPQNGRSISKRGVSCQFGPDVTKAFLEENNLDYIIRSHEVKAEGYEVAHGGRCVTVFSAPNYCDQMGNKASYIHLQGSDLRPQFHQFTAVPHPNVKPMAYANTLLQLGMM
PP1 counter – counter-screen for PP5 inhibitors: inhibitors of human PP1-alpha; purified PP1alpha, OMFP fluorescence; inhibition, % at 6.7 µM; 320,000 tested, 0.9% active;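 active = inhibition above the mean inhibition of all tested compounds plus 3 SD, computed separately for each screening campaign, cut at about 15% in these data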
Target sequence (P62136 whole entry, looked up): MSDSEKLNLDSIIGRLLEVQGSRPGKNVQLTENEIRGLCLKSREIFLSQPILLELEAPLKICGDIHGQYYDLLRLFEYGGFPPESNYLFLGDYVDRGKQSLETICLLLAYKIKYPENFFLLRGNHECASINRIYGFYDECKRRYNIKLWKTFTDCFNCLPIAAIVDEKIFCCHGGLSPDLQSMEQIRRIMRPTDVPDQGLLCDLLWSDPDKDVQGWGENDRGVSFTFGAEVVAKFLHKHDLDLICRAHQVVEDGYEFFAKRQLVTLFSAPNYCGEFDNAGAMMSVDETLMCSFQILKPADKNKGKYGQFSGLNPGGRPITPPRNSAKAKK
TPT1 inh – C. albicans TPT1 enzyme inhibition; recombinant caTPT1, FP RNA substrate dephosphorylation; inhibition, % at 5 µM; 300,000 tested, 0.81% active; AID 1962;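 active = inhibition above the mean of all tested compounds plus 3 SD, set per screening campaign, cut at about 24% in these data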;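 also: plate controls were DMSO alone for no effect and ferristatin control at 100 nM for full effect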
HCV core dimer – HCV core protein dimerization inhibition; TR-FRET GST/Flag-core106 dimerization, 1536-well; inhibition, % at 5 µM; 300,000 tested, 0.33% active;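 active = inhibition above the mean of all tested compounds plus 3 SD, set per screening campaign, cut at about 45% in these data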
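assay system = GST-tagged and Flag-tagged HCV core protein residues 1-106 | controls = unlabelled core106 and no-GST-core106 wells | incubation = compound-protein-antibody incubation 4 h at 22.5 °C | probe or stimulus = Eu donor and XL665 acceptor anti-tag antibodies | read-out = % inhibition based on acceptor/donor emission ratio | signal = TR-FRET 671 and 617 nm emission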
LYPLA2 inh – LYPLA2 (human) inhibition in PME1 counter-screen. recombinant LYPLA2, FP-Rh probe fluorescence polarization. 320,000 tested, 0.38% active. inhibition, % at 5.9 µM. O95372;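 active = inhibition above the screen-wide mean plus 3 SD, limit set per campaign, cut at about 26% in these data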;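 also: 0% = LYPLA2 with DMSO and 100% = wells lacking LYPLA2 enzyme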
Target sequence (O95372 whole entry, looked up): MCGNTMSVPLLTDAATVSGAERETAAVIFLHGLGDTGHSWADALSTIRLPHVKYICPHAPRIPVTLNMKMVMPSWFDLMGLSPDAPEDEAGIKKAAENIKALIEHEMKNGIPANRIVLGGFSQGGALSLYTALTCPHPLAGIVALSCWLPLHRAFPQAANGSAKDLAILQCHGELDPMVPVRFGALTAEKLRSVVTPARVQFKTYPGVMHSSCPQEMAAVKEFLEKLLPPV
CTSL1 counter – cathepsin L1 inhibition, PFM18AAP counter-screen. recombinant F. hepatica cathepsin L1, Z-Leu-Arg-MCA fluorescence. inhibition, % at 5.96 µM. 300,000 tested, 0.49% active. AID 1906;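 active = inhibition above the mean of all tested compounds plus 3 SD, set per screening campaign, cut at about 17% in these data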;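 also: 0% = plate median of test compound wells and 100% = 1 µM Z-Phe-Ala-diazomethylketone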
Efflux pump mplx – inhibitors of Candida antifungal efflux pumps expressed in yeast | S. cerevisiae Candida pump triplex, Nile Red efflux | inhibition, % at 10 µM | 330,000 tested, 0.44% active | AID 485275;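 active = plate passing quality check with inhibition over a set limit, or well fluorescence over plate mean plus 4 SD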;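 also: Nile Red retained in pooled yeast measured as flow cytometry median fluorescence; 0% = buffer negative control and 100% = Enniatin B positive control; higher means more Nile Red kept so more efflux inhibition; some compounds called inactive have numbers as strong as hits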
GASC-1 inh – blocks human GASC-1 demethylase activity | Q9H3R0 | GST-JMJD2C(1-420) H3K9me3 demethylation, DELFIA europium | inhibition, % at 2.35 µM | 330,000 tested, 0.069% active;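 active = more than half of a compound's replicate wells show inhibition beyond 50%, single wells judged on their own value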;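 also: signal counts dimethyl H3K9 product captured on neutravidin plate; 0% = median of DMSO wells and 100% = 0.3 times that DMSO median; strong numbers were not always called active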
PREPL inh – human PREPL enzyme inhibition; recombinant PREPL, fluorescence polarization activity-based probe; 320,000 tested, 0.68% active; inhibition, % at 5.96 µM; Q4J6C6; AID 2751; in the data active = inhibition above about 43%;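 also: 0% = enzyme with DMSO and 100% = wells lacking enzyme; many of its hits are not listed in these tables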
Numbers without * were called inactive; i = inactive; / = no result given.

SMILES | PP5 primary | PP1 counter | TPT1 inh | HCV core dimer | LYPLA2 inh | CTSL1 counter | Efflux pump mplx | GASC-1 inh | PREPL inh
CN(Cc1ccccc1)c1oc(COc2ccccc2F)nc1C#N | 0.6 | 0 | -2 | 3 | 2 | -2 | 0.2 | -3 | -7
CCOc1ccc(NC(=O)CN(C)CC(=O)NC(C)c2ccccc2)cc1OCC (stereo not given) | -0.7 | -1 | 1 | -2 | -6 | 0 | 0.0 | 3 | -2
Cc1nc(SCC(=O)Nn2c(-c3ccccc3)nc3ccccc3c2=O)n[nH]1 | 0.0 | -1 | -6 | 2 | 5 | -5 | 0.1 | -2 | -3
CCOc1ccc(-c2noc(CCCC(=O)NC3CCCC3)n2)cc1OC | 2.8 | -1 | -1 | 3 | 10 | -7 | 0.1 | -9 | 1
CCC(C)N1CC(C(=O)NC2CCCCC2)CC1=O (stereo not given) | 2.6 | -3 | 0 | 0 | -1 | -3 | 0.1 | -10 | 3
COC(=O)c1cc(S(=O)(=O)NCC2CCN(Cc3ccc(Cl)cc3)CC2)c[nH]1 | 1.7 | -4 | 1 | -2 | -7 | -2 | 0.4 | -1 | 7
CCOC(=O)C1(CC2CCCCO2)CCN(Cc2nc(-c3cccs3)oc2C)CC1 (stereo not given) | -0.9 | -1 | 4 | -1 | -4 | -1 | 0.2 | 7 | 16
Cc1ccccc1NC(=O)CCn1c(=O)oc2ccccc21 | -0.5 | 2 | -16 | -4 | -3 | -5 | 0.2 | 13 | -2
CCCOc1ccccc1-n1sc2c(c1=S)-c1cc(OC)cc3c1N(C(=O)C3=O)C2(C)C | 1.5 | 17* | 1 | -4 | 3 | 4 | -0.1 | 2 | 52*
c1cnc2ccc(C(c3nnnn3C3CCCC3)N3CCN4CCCC4C3)cc2c1 (stereo not given) | 1.0 | 1 | -3 | -4 | 1 | 3 | -0.1 | 5 | 8
CC(=O)Nc1ccc(S(=O)(=O)N/N=C/c2cccnc2)cc1 | 4.8 | -2 | 0 | -17 | 6 | 1 | 0.1 | -8 | 1
Clc1ccc(-n2nnnc2-c2ccccc2)cc1Cl | -0.7 | 2 | -2 | -2 | -3 | -3 | 0.2 | 4 | -6
CC(=O)c1ccn(S(=O)(=O)c2ccccc2)c1 | 0.4 | -9 | 0 | 1 | 0 | -3 | 0.1 | -5 | 4
COc1ccc(C(C)=O)cc1COC(=O)c1c(C)noc1C | 1.5 | -4 | -1 | -1 | 0 | 1 | -0.1 | 0 | 0
O=C1c2ccccc2NC(c2ccc(F)cc2)N1Cc1ccccc1 (stereo not given) | -1.1 | 9 | 0 | 18 | -1 | 2 | 0.0 | -6 | -6
CCOC(=O)N1CCN(C(=O)C2CCC(=O)N2C(C)C)CC1 (stereo not given) | 1.2 | -3 | -1 | -3 | -2 | 1 | -0.1 | 67 | -3
CCc1ccc(N(CC(=O)NCC2CCCO2)C(=O)CCC(=O)Nc2nccs2)cc1 (stereo not given) | 1.5 | -1 | 2 | 9 | 0 | -1 | -0.1 | 5 | -4
CCOc1cc(C(=O)N(C)CC(=O)Nc2cccc(F)c2)ccc1OCC(=O)N1CCOCC1 | 0.5 | -4 | 0 | 0 | 6 | 0 | -0.1 | 4 | 9
CN(C)S(=O)(=O)c1cccc(C(=O)OCC(=O)NCc2ccc3c(c2)OCO3)c1 | 1.3 | -3 | 0 | -1 | -2 | -6 | 0.1 | -31 | 3
O=C(NCCCN1CCOCC1)c1cc2c(s1)CCCC2 | 4.5 | -2 | 1 | -6 | -2 | 2 | 0.0 | -6 | 11
CC(C)CNc1nc(N)c([N+](=O)[O-])c(NCc2ccccc2)n1 | 3.3 | -2 | 3 | -7 | -1 | -1 | 0.2 | -4 | -6
COc1cccc([C@H](O)Cn2cc(-c3ccc(CON=C(C)C)cc3)nn2)c1 | 3.8 | 0 | -1 | -1 | -4 | -12 | / | -3 | -1
Cc1ccc(C(=O)Nc2ccc3c(c2)CCC3)cc1S(=O)(=O)N1CCOCC1 | 1.8 | 1 | -1 | 5 | -5 | 0 | 0.1 | -22 | 13
COc1ccc(CCNS(=O)(=O)CCNC(=O)c2ccc(OC)cc2)cc1 | -0.3 | 1 | 2 | -5 | 3 | -3 | 0.1 | 8 | 0
COc1cc(C(=O)NC2=C(C#N)CCC2)cc(OC)c1OC | 0.7 | -5 | -1 | 8 | -3 | -7 | -0.2 | -4 | -1

(listing goes on)
SMILES | PP5 primary | PP1 counter | TPT1 inh | HCV core dimer | LYPLA2 inh | CTSL1 counter | Efflux pump mplx | GASC-1 inh | PREPL inh
Cc1cccc(NS(=O)(=O)c2ccccc2)n1 | 2.3 | -1 | -1 | 4 | 1 | -8 | 0.0 | -3 | -10
Nc1cc(=O)[nH]c(SCC(=O)Nc2cc(Cl)ccc2Cl)n1 | 0.8 | 1 | -2 | -2 | 7 | 0 | 0.0 | -17 | -28
COc1ccc(/C=N/S(=O)(=O)c2ccc(C)cc2)cc1 | 2.2 | 3 | 0 | -2 | -8 | 1 | 0.0 | 0 | -2
CN(c1ccccc1)S(=O)(=O)c1ccc(NC(=O)c2ccccc2)cc1 | -3.1 | 4 | -2 | -6 | -4 | -7 | -0.3 | 10 | 10
CSc1nsc(SC)c1CO | -1.9 | -6 | -3 | 3 | 1 | -4 | 0.1 | 5 | -2
CCn1cc(C(=O)NCc2cccc(C(F)(F)F)c2)c(=O)c2ccc(C)nc21 | 7.8 | 1 | 2 | 0 | 1 | 2 | 0.2 | 7 | 1
Cc1cc(C)c(/C=N/NC(=O)c2nnn(-c3nonc3N)c2COc2ccc(F)cc2)c(C)c1 | 5.0 | 4 | -1 | 6 | -62 | 0 | 0.1 | -3 | 10
O=C(Nc1cccc(Cl)c1)c1ccc(=O)[nH]n1 | 0.2 | 1 | 6 | -16 | -6 | -2 | 0.0 | -2 | 7
CCN1C(=O)/C(=C2\SC(N3CCCCC3)=NC2=O)c2ccccc21 | 2.4 | 4 | 0 | -1 | -2 | -4 | 0.0 | 2 | 11
Cc1cc(C)cc(NC(=O)CSc2nncn2-c2ccccn2)c1 | 2.3 | 0 | 0 | 1 | 0 | 0 | 0.1 | 1 | -12
COC(=O)c1ccccc1NCc1cc(=O)oc2cc(O)c(O)cc12 | -1.4 | 1 | 2 | 12 | 4 | 7 | -0.2 | -30 | 16
COc1ccc2c(CC(=O)O)cc(=O)oc2c1 | 2.3 | -6 | -2 | 0 | 2 | 1 | -0.1 | -6 | -13
CC1(C)c2[nH]c3ccccc3c2C[C@@H]2C(=O)N(c3cc(F)ccc3F)C(=O)N21 | 5.3 | 1 | -2 | -1 | -9 | -2 | / | 5 | 0
Cc1cc(C)n(-c2nc3ccccc3c(=O)n2OCC(N)=O)n1 | 1.4 | -4 | 0 | -4 | 4 | -3 | 0.2 | -3 | -2
CCOC(=O)C1CCc2sc(N)c(C#N)c21 (stereo not given) | 2.1 | -5 | -1 | 1 | 5 | -3 | 0.1 | 1 | 13
CS(=O)(=O)N(CC(=O)NCCSCc1ccccc1)c1ccccc1 | 6.4 | -2 | 0 | 3 | 2 | -3 | 0.0 | -4 | -4
O=C(CN1CCN(c2ccc(O)cc2)CC1)Nc1cc(S(=O)(=O)N2CCOCC2)ccc1Cl | 5.8 | 5 | 3 | 38 | -1 | -2 | 0.1 | i | 17
COC(=O)c1c(C)[nH]c(C(=O)C(C)OC(=O)c2cc(C)oc2C)c1C (stereo not given) | 0.8 | -4 | / | / | -5 | / | 0.1 | -1 | 0
CCCn1c(=N)c(C(=O)NCC2CCCO2)cc2c(=O)n3cccc(C)c3nc21 (stereo not given) | 1.0 | -8 | 0 | -5 | -2 | 2 | 0.0 | -40 | 12
Cn1ncc(Cl)c1C(=O)Nc1sc2c(c1C(N)=O)CCC2 | 2.7 | 10 | 5 | -42 | 0 | 2 | 0.0 | 18 | 1
CC[N+](CC)(CC)CCOc1cccc(OCC[N+](CC)(CC)CC)c1OCC[N+](CC)(CC)CC | -1.0 | -5 | -2 | 0 | 0 | 3 | 0.0 | / | 0
CC(=O)c1ccc(NC(=O)CCc2nnc3ccc(N4CCCC4)nn23)cc1 | -0.1 | 0 | 0 | -5 | 4 | -3 | -0.1 | 17 | -1
CCOCCCNS(=O)(=O)c1ccc(NC(=O)c2ccccc2)cc1 | -1.6 | -2 | -4 | 2 | 7 | 2 | -0.1 | -1 | 3
C/C(CCC1CC(C)(C)OC1=O)=N\NC(N)=S (stereo not given) | 0.0 | 0 | -4 | -8 | 2 | 7 | -0.1 | -5 | 12
Cc1ccccc1N(CC(=O)NCCSC1CCCCC1)S(=O)(=O)c1ccccc1 | 1.6 | 5 | 1 | 2 | 9 | -1 | -0.1 | -10 | -2

4 of the entries above in order of the GASC-1 inh value, lowest first:
| molecule | PP5 primary | TPT1 inh | HCV core dimer | Efflux pump mplx | GASC-1 inh | PREPL inh |
| --- | --- | --- | --- | --- | --- | --- |
| COc1ccc2c(CC(=O)O)cc(=O)oc2c1 | 2.3 | -2 | 0 | -0.1 | -6 | -13 |
| Cc1cccc(NS(=O)(=O)c2ccccc2)n1 | 2.3 | -1 | 4 | 0.0 | -3 | -10 |
| Cc1cc(C)cc(NC(=O)CSc2nncn2-c2ccccn2)c1 | 2.3 | 0 | 1 | 0.1 | 1 | -12 |
| CC1(C)c2[nH]c3ccccc3c2C[C@@H]2C(=O)N(c3cc(F)ccc3F)C(=O)N21 | 5.3 | -2 | -1 | / | 5 | 0 |

Next section
SMILES | PP5 primary | PP1 counter | TPT1 inh | HCV core dimer | LYPLA2 inh | CTSL1 counter | Efflux pump mplx | GASC-1 inh | PREPL inh
CCOC(=O)n1c(=O)n(Cc2cccc(F)c2)c2ccccc21 | 0.7 | 1 | -7 | 3 | 10 | -1 | -0.1 | 6 | 1
C/C(=N\NC(=S)NC(C)C)c1cccc([N+](=O)[O-])c1 | 2.2 | 2 | -5 | -8 | -6 | 4 | -0.2 | 5 | 3
O=[N+]([O-])c1ccc(NC(=S)NCCc2ccccc2)cc1 | 3.6 | 4 | 1 | 1 | -11 | 0 | -0.3 | 0 | 1
CCOC(=O)N1CCN(CC(O)c2ccccc2)CC1 (stereo not given) | -1.3 | -3 | 0 | -4 | 10 | 4 | 0.1 | 5 | 2
N#CC1=C(N)C2=CCCC[C@H]2[C@H](c2cccc(F)c2)C1(C#N)C#N | 0.4 | -2 | -2 | 1 | -11 | -1 | -0.3 | 9 | 9
CC(=O)Nc1cccc(NC(=S)Nc2cccc(Cl)c2Cl)c1 | -1.9 | -3 | 1 | 1 | 3 | 1 | 0.2 | -2 | 6
CCCOc1cccc(CN2CCCCC2c2cccnc2)c1 (stereo not given) | 3.4 | -2 | -3 | -1 | -10 | 0 | 0.0 | 5 | -6
Clc1ccc(-c2nc3ccccc3nc2-c2ccccc2)cc1 | 1.6 | -1 | 0 | 2 | -3 | 1 | -0.2 | -4 | 1
CC1(C)CC2CC(C)(CN2C(=O)CN2C(=O)c3ccccc3C2=O)C1 (stereo not given) | 1.0 | 1 | -5 | 3 | 1 | -1 | -0.1 | 3 | 31
Cc1nc2nc(SCC(=O)c3cccc([N+](=O)[O-])c3)[nH]c2cc1Br | 2.6 | 6 | 5 | 12 | -2 | 0 | 0.2 | -8 | 8
O=C(CSCc1c(Cl)cccc1Cl)NCc1cccnc1 | 1.5 | -3 | -4 | -1 | 4 | -7 | -0.1 | -3 | -10
CC1(C)CC(=O)C(C=Nc2cccnc2)=C(O)C1 | 3.3 | -2 | -3 | -4 | -2 | 1 | -0.2 | -3 | 13
CCOP(=O)(OCC)C(NC(=O)C(F)(F)F)c1ccccc1 (stereo not given) | 2.2 | -1 | -2 | -8 | -4 | -3 | -0.1 | -1 | 9

Not all compounds are listed (hit frequency here may not be typical).
